Source: PubChem (National Center for Advancing Translational Sciences (NCATS))
uPA surface inh = cell surface uPA generation inhibition. cell surface uPA generation assay, qHTS. Potency, µM (series often up to 38.3 µM), inactives show at the top dose activity change, negative = inhibition, actives largely listed as inhibitors. hit rate 0.31% among 330,000; active means well fitted inhibition curve with a large enough effect; inconclusive means small, poorly fitted or top-dose-only effect; inactive means no such curve, though single readings can be large or run the other way; tested in mouse RAW 264.7 cells; further: potency means the concentration at half of the fitted maximal effect; on the % scale 0 is the no-effect control and ±100 the full control effect; nearly all actives have a fitted effect of over 55% in size
PTAP TSG101 blk = blocks PTAP/TSG101 interaction to inhibit HIV-1 budding. Fluorescence polarization, FITC-PTAP peptide / Tsg101 binding. 340,000 tested, under 10 active. Potency, µM (doses to about 115 µM), without a hit: top-dose activity change, negative = inhibition, actives largely listed as inhibitors. Q99816. AID 493005; active means well fitted inhibition curve with a large enough effect in the main read-out, with a control signal flat, not every such curve was filed as active; inconclusive means small, poorly fitted or top-dose-only effect, or effect the other way, or a change in a side signal; inactive means no such curve, though single readings can be large or run the other way; further: potency means the concentration at half of the fitted maximal effect; % of control where 0% means no effect
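Tsg101 binding domain (10 uM final) was mixed with compound and a FITC-labeled PTAP peptide (50 nM final) in HEPES pH 7.5 buffer with NaCl, Tween 20, EDTA and TCEP; fluorescence polarization was read after 20 min at r.t.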
Mito fusion yeast = blocks mitochondrial division or promotes mitochondrial fusion; S. cerevisiae fusion-defective mutant growth rescue, CellTiterGlo 48 h; Potency, µM (series often up to 46.1 µM), without a hit: at the top dose growth rescue (activation), usual class: activators; hit rate 0.23% among 320,000; AID 485298;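 further: potency means the concentration at half of the fitted maximal effect; % of control where 0% means no effect; nearly all actives have a fitted effect of over 45% in size; temperature-sensitive fusion mutants such as fzo1-1 at 37 °C on non-fermentable ethanol glycerol medium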
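Read-out: ATP-based luminescence (CellTiterGlo, 10 min ambient) reporting growth of fusion-defective ts yeast after 48 hours at 37C on glycerol/ethanol YPEG medium in the presence of compound.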
TSHR antag = blocks TSH signaling through the human TSH receptor | P16473 | TSHR-expressing cells, TSH-stimulated cAMP HTRF, 2 h; hits give low values | activity change, negative = inhibition, % at 11.5 µM | hit rate 0.2% among 330,000;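 active means activity change below a set negative limit, meaning inhibition stronger than a set level, cut at about -70% in these data; inconclusive means activity change between two set negative limits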; further: on the % scale 0 is the no-effect control and ±100 the full control effect
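Read-out is FRET at 665 nm (cryptate excitation 337 nm) from a cryptate-tagged anti-cAMP antibody, competed by cell cAMP against cAMP-d2. Compounds are tested on freshly harvested TSHR cells challenged with 4nM TSH (EC80) for 2 hours at 37 deg C.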
ELG1 repair inh = blocks ELG1-dependent DNA repair in HEK293T cells; AID 504467; HEK293T ELG1-luciferase reporter, luminescence, 16 h; DNA damage induced by 5-fluorouridine; hit rate 2.3% among 330,000; Potency, µM (titrated, usually from 46.1 µM), for the others: top-dose activity change, negative = inhibition, hits mostly inhibitors; further: potency means the concentration at half of the fitted maximal effect; on the % scale 0 is the no-effect control and ±100 the full control effect; nearly all actives have a fitted effect of over 55% in size
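Overnight (16 hr) co-exposure of 2,000 cells/well to 5-fluorouridine and compound at 37 °C preceded detection. Luciferase was quantified via ONE-Glo luminescence; loss of signal denotes inhibition.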
USP2a block = USP2a (human) protease inhibition | O75604 | USP2 core, Ub-CHOP2 coupled fluorogenic reporter, 485/531 | Potency, µM (top dose mostly 38.3 µM), inactives show top-dose activity change, negative = inhibition, usual class: inhibitors | hit rate 0.01% among 330,000 | AID 463254;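 further: potency means the concentration at half of the fitted maximal effect; plate controls were DMSO wells for no effect and full inhibition by NEM control for full effect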
Target sequence (O75604 whole entry, looked up): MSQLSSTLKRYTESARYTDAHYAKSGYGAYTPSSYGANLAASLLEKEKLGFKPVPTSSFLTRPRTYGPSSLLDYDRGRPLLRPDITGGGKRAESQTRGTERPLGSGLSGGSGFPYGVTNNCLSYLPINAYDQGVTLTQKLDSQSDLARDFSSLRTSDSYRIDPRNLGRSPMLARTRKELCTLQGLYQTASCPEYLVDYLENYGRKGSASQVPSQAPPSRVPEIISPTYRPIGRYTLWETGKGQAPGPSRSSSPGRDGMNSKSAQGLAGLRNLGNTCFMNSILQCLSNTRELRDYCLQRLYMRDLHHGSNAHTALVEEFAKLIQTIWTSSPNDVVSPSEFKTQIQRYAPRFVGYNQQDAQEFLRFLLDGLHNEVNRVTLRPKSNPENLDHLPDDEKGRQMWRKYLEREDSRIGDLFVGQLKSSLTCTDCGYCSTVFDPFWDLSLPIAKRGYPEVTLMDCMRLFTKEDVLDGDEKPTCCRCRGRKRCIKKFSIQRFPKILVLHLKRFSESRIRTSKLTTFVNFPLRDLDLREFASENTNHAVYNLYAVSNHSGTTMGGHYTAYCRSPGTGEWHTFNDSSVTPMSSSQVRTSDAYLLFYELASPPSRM
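Deubiquitinase activity read as fluorescence (485/531 nm) after Ub-CHOP2 cleavage activates the enterokinase reporter on its substrate; USP2 core 10nM, Ub-CHOP2 and substrate 25nM each, 30min compound preincubation then 60min RT; data normalized to NEM, curves fitted.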
Tb PFK block = T. brucei PFK enzyme inhibition. O15648. T. brucei PFK, ADP-Glo luminescence. Potency, µM (highest dose often 57.5 µM), for the others: at the highest dose activity, negative = inhibition, most hits filed as inhibitors. hit rate 0.17% among 330,000;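 further: potency means the concentration at half of the fitted maximal effect; 0% = uninhibited 1x PFK enzyme wells and -100% = no-enzyme wells; nearly all actives have a fitted effect of over 60% in size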
Target sequence (O15648 whole entry, looked up): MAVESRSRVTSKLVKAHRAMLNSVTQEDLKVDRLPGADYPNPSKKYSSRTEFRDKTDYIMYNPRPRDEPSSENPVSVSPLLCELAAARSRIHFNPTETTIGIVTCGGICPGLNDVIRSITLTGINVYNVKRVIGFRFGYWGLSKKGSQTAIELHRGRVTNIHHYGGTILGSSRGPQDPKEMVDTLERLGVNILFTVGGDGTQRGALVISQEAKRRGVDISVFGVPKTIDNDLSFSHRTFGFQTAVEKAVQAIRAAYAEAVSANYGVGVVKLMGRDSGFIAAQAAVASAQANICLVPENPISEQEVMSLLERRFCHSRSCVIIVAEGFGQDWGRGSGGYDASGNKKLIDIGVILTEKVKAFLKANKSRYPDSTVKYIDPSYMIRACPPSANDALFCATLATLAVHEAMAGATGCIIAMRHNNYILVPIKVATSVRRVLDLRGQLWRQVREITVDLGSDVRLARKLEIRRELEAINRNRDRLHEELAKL
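Activity is normalized to no-enzyme wells (full inhibition) and 1.25 nM enzyme wells (no inhibition). Reaction: 0.5 mM F6P, 0.1 mM ATP, 45 min RT, ADP-Glo luminescence; concentration-response curves fitted and classed by quality.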
Chronic BCR inh = blocks chronic active B-cell receptor signaling; ABC-DLBCL IkBa-CBG/CBR reporter, luminescence ratio, 4 h; Potency, µM (series often up to 46.1 µM), for the others: at the top dose ratio change, negative = lower green/red ratio, hits mostly inhibitors; hit rate 0.05% among 340,000; AID 493014; active means well fitted inhibition curve with a large enough effect in the signal ratio, with a control signal flat, not every such curve was filed as active; inconclusive means small, poorly fitted or top-dose-only effect, or effect the other way, or a change in a side signal; the % refers to the signal ratio;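 further: potency means the concentration at half of the fitted maximal effect; plate controls were basal doxycycline-induced cells for no effect and cells given 10 µM MG132 for full effect; MG132 reads +100%, hits lower the ratio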
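TMD8 human ABC-DLBCL cells with doxycycline-inducible IκBα–green luciferase fusion and unfused red luciferase, in 0.5% FBS medium; compounds up to 46 uM, 4 h at 37C. Green/red luminescence ratio, filter-overlap corrected, fitted to concentration-response curves.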
TCR act = T cell receptor activation; primary human leukocytes, anti-CD3, IL-2 HTRF, 48 h; Potency, µM (doses to about 9.22 µM), for the others: at the top dose activation of IL-2 secretion, actives largely listed as activators; 330,000 tested, under 10 active; AID 504894; further: % of control where 0% means no effect
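Using a-CD3 beads without co-stimulation, primary human leukocytes were exposed to compounds for 48 hr. An HTRF IL-2 kit measured the cytokine, with europium-to-d2 energy transfer producing emission at 665nm upon 320nm excitation.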
Eya2 phos inh = inhibitors of human Eya2 phosphatase activity; recombinant Eya2, OMFP fluorescence dephosphorylation (OMFP is methylfluorescein phosphate); Potency, µM (highest dose often 76.9 µM), for inactives: top-dose activity, negative = inhibition, usual class: inhibitors; hit rate 0.006% among 330,000; further: potency means the concentration at half of the fitted maximal effect; on the % scale 0 is the no-effect control and ±100 the full control effect
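Eya2 (0.2 uM) preincubated 10 min at ambient with compound, then OMFP substrate added at 50 uM; 10 min reaction in 50 mM HEPES pH 7.5, 50 mM NaCl, 5 uM MgCl2, 0.05% BSA, 1 mM DTT. Fluorescence read at Ex 485/Em 525 nm.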
B2AR arrestin = recruits beta-arrestin to the human beta2-adrenergic receptor; Potency, µM (series often up to 46.1 µM), for the others: at the highest dose activation, most hits filed as activators; beta-arrestin recruitment to beta2AR, cell-based reporter; hit rate 0.02% among 330,000;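 further: potency means the concentration at half of the fitted maximal effect; 0% = DMSO controls and full agonism = EC100 isoproterenol or metaproterenol; nearly all actives have a fitted effect of over 65% in size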
* hit, by the source's call; ? = inconclusive; · = no result given; [ ] = remark or other dose. Unless noted, the call rests on the fitted dose curve; in most records, active means well fitted curve in the direction sought with a large enough effect; inconclusive means small, poorly fitted or top-dose-only effect, or another doubt; inactive means no such curve, though single readings can be large; an effect the other way counts as inactive or inconclusive.

The line under a structure holds: Chronic BCR inh | ELG1 repair inh | TCR act | Eya2 phos inh | Mito fusion yeast | TSHR antag | uPA surface inh | PTAP TSG101 blk | USP2a block | Tb PFK block | B2AR arrestin
- O=c1nc(-c2ccccc2)c2cc(SC(F)F)ccc2[nH]1
    3% | -14% | -3% | 3% | 2% | -46 | -6% | 0% | 0% | 1% | 0.4%
- Cc1ccc(C)c(N(CC(=O)Nc2cc(Cl)ccc2Oc2ccccc2)S(C)(=O)=O)c1
    26% | 9% | -3% | -1% | -3% | -5 | -4% | 0% | -1% | -2% | -0.8%
- COc1ccc(OCC(=O)N2CCN(c3nnc(-c4ccccc4)c4ccccc34)CC2)cc1
    -3% | 16µM* | 1% | -8% | 3% | -10 | · | -6% | 2% | 4% | -0.3%
- COc1ccc2[nH]c3c(c2c1)[C@@H]1CCN2C(=O)CCC[C@H](C3)[C@H]12
    -22% | -2% | -5% | 5% | 2% | -2 | 12% | -3% | 0% | 0% | -0.2%
- CN(C)c1ncnc2c1ncn2C1OC(CO)C(O)C1O (stereo unspecified)
    -15% | ? | 0% | 3% | 3% | -7 | -13% | 1% | 4% | -5% | 0.1%
- O=C(Nc1cccc(O)c1)c1cc(-c2ccccc2Cl)on1
    ? | ? | · | ? | 10% | -24 | -6% | -1% | 3% | -1% | -0.2%
- COc1ccc(C2NCCc3c2[nH]c2ccccc32)cc1CN1CCc2cc(OC)c(OC)cc2C1C (stereo unspecified)
    ? | -13% | -1% | -5% | -5% | 13 | -6% | 0% | 0% | 2% | -0.4%
- CN1CCN(c2nc(-c3cccs3)nc3ccccc23)CC1
    ? | -16% | -9%[46.1 µM] | -5% | -7% | 33 | ? | -2% | 2% | 7% | -0.8%
- CC(Oc1ccccc1Cl)C(=O)N(Cc1ccco1)C1CCS(=O)(=O)C1 (stereo unspecified)
    -1% | -3% | -1% | 14% | 4% | -10 | -2% | -3% | 0% | 0% | -0.4%
- CCC(O)(CC)C(=O)N(Nc1ccc(C)cc1)c1ccc(C)cc1
    4% | 13% | 3% | 4% | 1% | -2 | -1% | 3% | 3% | 5% | -0.3%
- CCOC(=O)C(Cc1ccccc1)NC(=O)CCc1nnc2ccc(N3CCCC3)nn12 (stereo unspecified)
    2% | 22% | -2% | 10% | 0% | -2 | -7% | 0% | 3% | -4% | -0.4%
- Nc1cc(=O)[nH]c(SCc2cccc(Cl)c2)n1
    -1% | ? | -3% | -9% | 1% | -2 | -3% | 0% | ? | ? | 0.1%
- CC(NC(=O)c1cc(S(=O)(=O)N2CCOCC2)ccc1F)c1ccc(-n2ccnc2)cc1 (stereo unspecified)
    -2% | -2% | -2% | 9% | 0% | -8 | ? | 0% | 1% | -1% | 0.4%
- CCOC(CNC(=O)C1CCN(S(=O)(=O)c2ccc3nc4c(c(C(=O)O)c3c2)CC(C)CC4)CC1)OCC (stereo unspecified)
    3% | 6% | 0% | ? | -2% | -2 | 3% | -4% | 1% | 1% | 0.1%
- O=C1CCCc2nc(N3CCN(c4ccccc4)CC3)ncc21
    ? | ? | · | -7% | -5% | -1 | 5% | -2% | ? | -1% | 0.2%
- CCCCn1c(N)c(N(CCOC)C(=O)COc2ccc(OCC)cc2)c(=O)[nH]c1=O
    4% | 6% | -5% | -16% | -1% | 6 | 5% | -6% | 1% | 0% | 0.2%
- CC(C)CN1CCN=C1Nc1ccccc1
    -17% | 9% | 8% | 14% | 0% | 13 | -32% | -4% | 0% | 0% | 0.4%
- CCSc1nc2sc3c(c2c(=O)n1-c1ccccc1)CCN(C(C)C)C3
    ? | -28% | 7% | -20% | 8% | 0 | 3% | -11% | -1% | 0% | 0.0%
- O=C(Nc1ccc2c(c1)OCCO2)c1ccco1
    -9% | ? | · | -2% | -8% | 6 | -25% | -5% | 0% | -7% | 0.5%
- O=C(Nc1ccccc1C(F)(F)F)c1ccsc1
    0% | 0% | -7% | 0% | -9% | 0 | -13% | -2% | -5% | 0% | 0.2%
- CC1CCN(C(=O)CN(c2ccc(Oc3ccccc3)cc2)S(C)(=O)=O)CC1
    3% | 7% | 1% | 12% | 9% | -12 | -1% | -2% | 1% | -2% | -0.5%
- Cc1cc([N+](=O)[O-])nn1CC(=O)N/N=C/c1ccc(O)cc1O
    ? | ? | 8% | 1% | -1% | -13 | ? | -8% | -2% | -4% | 0.0%
- CCO[C@@H]1OC(C(=O)N2CCN(Cc3ccc4c(c3)OCO4)CC2)=C[C@H](c2ccc(C(F)(F)F)cc2)[C@H]1CCCO
    4% | -17% | 5% | -18% | -2% | -6 | 8% | · | -3% | -1% | 0.0%
- Cc1ccc(CC(=O)N2CCN(c3ccccc3F)CC2)cc1
    -1% | 4% | -8% | 4% | 9% | 0 | 5% | 0% | -1% | 0% | 0.0%
- CC(=O)c1ccc(N2CCN(C(=O)CCS(=O)(=O)c3ccc(C)cc3)CC2)cc1
    -11% | -8% | 2% | -29% | -3% | -5 | 1% | -4% | -3% | -1% | -0.2%
- COC(=O)c1cnc(SCC(=O)c2ccccc2)n1C
    ? | ? | 2% | 2% | -6% | -3 | -1% | -8% | 0% | -7% | 0.1%
- CCC(=O)Nc1nnc(S(=O)(=O)N2CCCCCC2)s1
    0% | 3% | -5% | -4% | 0% | 4 | 19% | 1% | 3% | -3% | 0.4%
- O=C(Cc1ccccc1)NCC(=O)OCC(=O)c1ccc(Cl)c([N+](=O)[O-])c1
    ? | 11% | 3%[46.1 µM] | 2% | -2% | -3 | -4% | -1% | 2% | 1% | -0.2%
- COc1ccc(CC2(C)OC(c3ccncc3)=NN2C(C)=O)cc1 (stereo unspecified)
    -6% | 21% | · | 0% | 4% | 1 | 2% | 0% | -4% | 0% | -0.3%
- COc1ccc(NC(=O)c2nc[nH]c2C(=O)N[C@@H](CC(C)C)C(=O)OC(C)(C)C)cc1
    ? | ? | 11% | -19% | 12% | -10 | -3% | · | 4% | -17% | -0.6%
- O=C(Nc1ccc(C(=O)N2CCCCC2)cc1)C1=CSCCO1
    ? | ? | -14% | -3% | -9% | 14 | -9% | -3% | 0% | -9% | -0.1%
- O=C(NCc1ccccc1)C1COc2ccccc2O1 (stereo unspecified)
    20% | ? | 3%[46.1 µM] | 0% | -22% | 12 | 5% | -1% | 3% | 0% | -0.5%
- COc1cccc(-n2cnnc2SC(C)C(=O)NC2CCCC2)c1 (stereo unspecified)
    0% | 20% | -1% | 2% | 8% | 37 | 0% | -6% | -1% | 8% | 9.4%
- CC(C)CC(NC(=O)C1CCCCC1)C(=O)NC(C)c1ccccc1 (stereo unspecified)
    1% | -3% | 0% | 1% | 16% | -2 | 2% | -1% | -8% | 5% | -0.4%
- Cc1cccc2sc(NC(=O)c3ccc(NS(=O)(=O)c4cccs4)cc3)nc12
    ? | -5% | -3%[46.1 µM] | 15% | 21% | -8 | 6% | -7% | -9% | 0% | 0.2%

Part of the list above, in markdown:
| molecule | Chronic BCR inh | ELG1 repair inh | TCR act | Eya2 phos inh | Mito fusion yeast | TSHR antag | uPA surface inh | PTAP TSG101 blk | USP2a block | Tb PFK block | B2AR arrestin |
| --- | --- | --- | --- | --- | --- | --- | --- | --- | --- | --- | --- |
| COc1cccc(-n2cnnc2SC(C)C(=O)NC2CCCC2)c1 (stereo unspecified) | 0% | 20% | -1% | 2% | 8% | 37 | 0% | -6% | -1% | 8% | 9.4% |
| CC(C)CC(NC(=O)C1CCCCC1)C(=O)NC(C)c1ccccc1 (stereo unspecified) | 1% | -3% | 0% | 1% | 16% | -2 | 2% | -1% | -8% | 5% | -0.4% |
| Cc1cccc2sc(NC(=O)c3ccc(NS(=O)(=O)c4cccs4)cc3)nc12 | ? | -5% | -3%[46.1 µM] | 15% | 21% | -8 | 6% | -7% | -9% | 0% | 0.2% |
